# Source: PubChem (The Scripps Research Institute Molecular Screening Center)
# TEAD-YAP block = TEAD-YAP interaction inhibition | actives 1.4% (n = 640,000) | AID 1259422 | inhibition, % at 9.12 µM | HEK-TIYL cells, TEAD-Gal4/YAP UAS-luciferase luminescence; in the data active = inhibition above about 32%;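 also: 0% = median of test compound wells and 100% = reference inhibitor wells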
# GPR151 activ = activates the human receptor GPR151; Q8TDV0; PathHunter beta-arrestin GPR151 cells, luminescence; activation, % at 11.2 µM; actives 1% (n = 650,000); AID 1508602; in the data active = activation above about 4.9%;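 also: 0% = median of compound wells and 100% = cells with positive control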
# Target sequence (Q8TDV0 whole entry, looked up): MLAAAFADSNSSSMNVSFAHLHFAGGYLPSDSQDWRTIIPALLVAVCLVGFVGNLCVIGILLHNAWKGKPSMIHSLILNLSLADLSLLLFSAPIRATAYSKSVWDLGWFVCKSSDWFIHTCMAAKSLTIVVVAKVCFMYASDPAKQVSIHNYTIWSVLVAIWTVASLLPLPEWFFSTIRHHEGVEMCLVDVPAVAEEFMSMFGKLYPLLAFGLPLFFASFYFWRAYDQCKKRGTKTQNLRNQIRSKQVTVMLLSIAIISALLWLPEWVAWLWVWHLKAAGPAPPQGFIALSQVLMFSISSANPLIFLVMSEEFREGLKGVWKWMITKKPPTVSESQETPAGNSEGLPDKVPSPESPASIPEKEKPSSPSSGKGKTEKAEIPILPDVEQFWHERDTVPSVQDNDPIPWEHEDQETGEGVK
# MITF inh = inhibitors of human MITF | AID 1259374 | inhibition, % at 2.6 µM | O75030 | actives 0.91% (n = 650,000) | AlphaScreen MITF homodimerization, bead proximity signal; in the data active = inhibition above about 50%;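 also: 0% = vehicle wells with protein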
# Target sequence (O75030 whole entry, looked up): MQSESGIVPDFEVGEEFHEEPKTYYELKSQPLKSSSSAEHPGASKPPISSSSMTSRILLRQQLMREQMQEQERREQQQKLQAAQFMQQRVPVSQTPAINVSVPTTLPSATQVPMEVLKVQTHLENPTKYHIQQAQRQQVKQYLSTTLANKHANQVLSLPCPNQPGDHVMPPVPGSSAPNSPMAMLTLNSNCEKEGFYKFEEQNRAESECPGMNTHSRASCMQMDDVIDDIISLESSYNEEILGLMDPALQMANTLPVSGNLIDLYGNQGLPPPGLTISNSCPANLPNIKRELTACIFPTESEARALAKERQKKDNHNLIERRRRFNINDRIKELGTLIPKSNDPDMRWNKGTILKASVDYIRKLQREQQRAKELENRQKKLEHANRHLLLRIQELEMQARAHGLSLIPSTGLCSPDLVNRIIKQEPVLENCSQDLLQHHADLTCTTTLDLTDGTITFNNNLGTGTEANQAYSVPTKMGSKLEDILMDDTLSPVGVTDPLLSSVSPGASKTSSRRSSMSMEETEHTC
# FBW7 act = human FBW7 E3 ligase activation, primary screen; Q969H0; AlphaScreen FBW7–phospho-cyclin E peptide binding, activator screen; normalized activity (activation), % at 26.1 µM; actives 0.13% (n = 650,000); in the data active = normalized activity above about 1.9%;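 also: purified mutant Fbw7 with reduced substrate affinity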
# * = called active by the depositor; & = joins results of further samples. Rows were taken by chance; any-hit rate near 3.4%.
SMILES,TEAD-YAP block,GPR151 activ,MITF inh,FBW7 act
CCOC(=O)c1c(NC(=O)/C=C/C(=O)O)sc2c1CCCCCC2,35*,-1.0,-12,-0.3
O=C(Nc1ccc(S(=O)(=O)N2CCCCCC2)cc1)C(F)(F)F,-2,0.8,-13,-0.2
Cc1c(C(=O)NC(C)C)sc2ncnc(N3CCOCC3)c12,-7,0.3,4,0.1
COC(=O)[C@@H]1CCCN1C(=O)CN1Cc2ccccc2OC(c2ccccc2)C1 (some centres not stated),6,0.2,0,-0.1
C=CCOc1ccc(Cl)cc1CNC(C)(C)CO,3,1.5,13,0.3
CCC1=NN2C(=N)/C(=C/c3ccc(OCCOc4ccccc4)c(OC)c3)C(=O)N=C2S1,5,0.7,-2,0.1
CC(C)n1c(Nc2ccccn2)nc2c(NC3CCN(Cc4ccccc4)CC3)ncnc21,7,-1.2,-3,-0.2
O=C(NCCc1ccccc1)c1cccc(OC2CCN(C3CCSC3)CC2)c1 (configuration not stated),-26,0.3,0,0.1
Cc1c(NC(=O)c2csc3ccccc23)cccc1[N+](=O)[O-],-21,-0.1,5,-0.3
COc1cccc(CN2C(=O)NC(C)(C3CCN(Cc4ccccc4)CC3)C2=O)c1OC (configuration not stated),10,1.0,-2,0.0
COc1c(Br)cc(Br)cc1/C=C1/NC(=S)NC1=O,9,-0.8,21,0.1
COc1ccc(/C(O)=C(\C#N)c2nc3ccccc3n2C)cc1OC,-32,0.1,-6,-0.2
CC1=C(C(=O)NC2CCCC2)C(c2ccccn2)C2=C(CC(c3ccc(Cl)cc3)CC2=O)N1 (configuration not stated),5,1.2,1,0.0
COc1ccc(-c2c(C#N)c(SCC(=O)Nc3ccc(C)c(C)c3)nc(C)c2C(=O)Nc2ccc(Cl)cc2)cc1,-12,-0.9,0,-0.1
Cc1cccc(NC(=S)NC(=O)c2cccc(Cl)c2)n1,-44,-0.7,-11,-0.1
CC(=O)Nc1ccccc1OCC(=O)N1CCCC1,8,1.6,3,-0.1
CC(C)C(=O)Nc1sc2c(c1C(=O)O)CCC2,1,-0.4,1,0.2
COc1ccc(C(=O)c2ccc(N3CCCC3)c([N+](=O)[O-])c2)cc1,1,-2.2,28,0.3
COc1cc(NC(=S)NC(=O)c2ccc(OC)c([N+](=O)[O-])c2)ccc1NC(=O)C(C)C,-4,-0.6,10,-1.6
Cc1ccc(NC(=O)Cn2cnc3sc4c(c3c2=O)CCC4)cc1F,14,0.5,2,0.0
CC(Sc1nnc(Nc2ccccc2)s1)C(=O)NC(N)=O (configuration not stated),0,-2.0,-3,0.8
O=C(NCc1ccc(F)cc1)C1CCCN(c2c3c(nc4ncnn24)CCC3)C1 (configuration not stated),0,0.5,5,-0.2
C=CCn1c(SCC(=O)NCc2ccc(C)cc2)nc2c([nH]c3ccccc32)c1=O,-6,0.0,-1,-0.1
O=C(CNCc1cccs1)Nc1ccc2c(c1)CCC2,5,-0.2,5,0.1
Cc1cccn2c(=O)c3cc(C(=O)N4c5ccccc5CC4C)sc3nc12 (configuration not stated),-14,0.3,0,0.1

# Of the compounds above, these contain a COOH group.
SMILES,TEAD-YAP block,GPR151 activ,MITF inh,FBW7 act
CCOC(=O)c1c(NC(=O)/C=C/C(=O)O)sc2c1CCCCCC2,35*,-1.0,-12,-0.3
CC(C)C(=O)Nc1sc2c(c1C(=O)O)CCC2,1,-0.4,1,0.2

# Complete entries, quoted from the list:
# Listed for Cc1cccc(NC(=S)NC(=O)c2cccc(Cl)c2)n1 = TEAD-YAP block = -44; GPR151 activ = -0.7; MITF inh = -11; FBW7 act = -0.1
# Listed for COc1c(Br)cc(Br)cc1/C=C1/NC(=S)NC1=O = TEAD-YAP block = 9; GPR151 activ = -0.8; MITF inh = 21; FBW7 act = 0.1
# Listed for COc1ccc(/C(O)=C(\C#N)c2nc3ccccc3n2C)cc1OC = TEAD-YAP block = -32; GPR151 activ = 0.1; MITF inh = -6; FBW7 act = -0.2

# Additional structures
SMILES,TEAD-YAP block,GPR151 activ,MITF inh,FBW7 act
O=C1Nc2cc(C(=O)N3CCN(c4ccccn4)CC3)ccc2NC1CS(=O)(=O)Cc1cccc(Cl)c1 (configuration not stated),6,1.0,-7,-0.1
COC(=O)c1cc([N+](=O)[O-])cc2c1-c1c(cc([N+](=O)[O-])cc1[N+](=O)[O-])C2=C(C)C,17,1.3,11,-0.6
COc1ccc(/C=C2\SC(=S)N(CCC(=O)NN3CCN(C)CC3)C2=O)cc1,-5,2.9,22,0.6
COc1ccc(CCNc2ccc(C(=O)O)cc2S(=O)(=O)Nc2cccc(C(F)(F)F)c2)cc1OC,7,0.8,-27,0.0
CS(=O)(=O)c1cnc(-c2ccc(C(F)(F)F)nc2)nc1-c1ccccc1,-4,1.7,-7,-0.1
Cc1ccc(OCC(=O)NC23CC4CC(CC(C4)C2)C3)cc1C,-43,5.1*,5,0.1
Cc1cc(NC(=O)c2ccc(F)c(F)c2)n(-c2nc(-c3ccccc3)cs2)n1,2,0.8,-10,0.3
CCN(CC)C(=O)c1ccc(SCc2ccncc2)c([N+](=O)[O-])c1,-13,-2.6,8,-0.1
CC(=O)NN1C(=O)c2ccccc2NC1c1ccco1 (configuration not stated),2,2.6,8,0.1
COc1ccc2c(c1)OC1(O)COc3cc(OC)c(OC)cc3C1=C2 (configuration not stated),12,-2.3,24,-0.1
Cc1cc([N+](=O)[O-])ccc1-n1c(=O)c(C#N)cc2c(=O)n3cccc(C)c3nc21,-5,-1.8,4,0.1
O=C(NS(=O)(=O)c1ccc2ccccc2c1)c1ccccc1O,2,-0.1,16,0.4
CC(=O)NCCNc1ccc(Cl)cc1[N+](=O)[O-],-1,0.1,-4,0.0
Cc1cc(NC(=O)c2ccccc2C)no1,-36,-3.6,5,1.4
Cc1ccc(/C=C/C(=O)O)cc1S(=O)(=O)N(CCO)CCO,-2,0.1,-2,0.0
COc1cccc(CN2CCc3nc(N4CCCC(C)C4)[nH]c(=O)c3C2)c1 (configuration not stated),-30,-0.9,-3,-0.2
COc1ccc2oc(-c3csc(NC(=O)C(C)(C)C)n3)cc2c1,-58,0.1,9,0.0
Cc1cc(C)nc(SCC(=O)Nc2nc(-c3c[nH]c4ccccc34)cs2)n1,-7,-1.0,7,-0.1
COC(=O)C(CO)NC(=O)c1sc2ccccc2c1Cl (configuration not stated),-10,-0.3,8,-0.2
O=C1NCCN(Cc2ccc(Cl)c(F)c2)C1CC(=O)N1CCSCC1 (configuration not stated),-3,1.7,3,0.0
Fc1ccc(C2=NN(c3ccccc3Cl)C(c3ccc(Br)cc3)C2)cc1 (configuration not stated),4,-0.5,-9,-0.1
COc1ccc(CNC(=O)c2cc3sc(C)cc3n2C)cc1,-18,-0.1,17,1.1
Cc1cc(NC(=O)COc2ccccc2C#N)ccc1Br,-75,1.8,6,0.2
CN(C(=O)COc1ccccc1)c1ccc(C(O)(C(F)(F)F)C(F)(F)F)cc1,11,3.1,7,0.0
O=C(N/N=C/c1ccccc1)c1cccc(F)c1,-37,0.6,-6,-0.1
SMILES,TEAD-YAP block,GPR151 activ,MITF inh,FBW7 act
CCCCn1c(-c2cccc([N+](=O)[O-])c2)nc(=S)c2c1CCCC2,-16,0.9,15,0.2
CCOC(=O)c1cccc(NC(=O)C(C(C)C)N2C(=O)c3ccccc3C2=O)c1 (configuration not stated),-37,-0.9,7,0.0
CC1CN(S(=O)(=O)c2ccc(C(=O)Nc3sc4c(c3C(N)=O)CCN(C(C)C)C4)cc2)CC(C)O1 (configuration not stated),-8,-0.2,18,0.3
CC(C)[C@@H]1NC(=O)[C@H]2CN(C(=O)c3ccc4ccccc4c3)CCN2C1=O,1,0.5,6,0.1
O=S(=O)(c1ccc2c(c1)OCCO2)N(Cc1ccco1)CC(O)c1ccccc1 (configuration not stated),-3,1.7,-7,-0.1
O=c1c(O)c(-c2ccccc2)oc2ccccc12,-26&-25,-0.7&-0.2,6&1,-0.1&-0.3
O=C1NC(=S)S/C1=C\c1ccc(N2CCCCC2)c([N+](=O)[O-])c1,-18,0.3,1,0.1
CCn1c(=NC(=O)c2cccc(N3C(=O)CCC3=O)c2)sc2cccc(F)c21,-1,1.4,-11,0.2
O=C1CC(/C=C/c2ccccc2)=Nc2ccccc2N1,-48,-2.0,9,0.1
O=C(/C=C/c1cccs1)N1CCN(c2ccc(F)cc2)CC1,-6,1.0,8,0.1
O=C(COc1ccccc1-c1ccccc1)N/N=C/c1ccncc1,52*,-1.5,15,0.6
COC(=O)C1=C(C)OC(N)=C(C#N)C1c1ccc(OCc2ccccc2)cc1 (configuration not stated),-18,-2.5,14,0.0
COc1ccccc1N1CCN(C(=O)c2ccc(Cl)c(Cl)c2)CC1,-3,-0.4,-3,-0.2
O=[N+]([O-])c1cccc(S(=O)(=O)N2CCNCC2)c1,-9,-1.4,0,-0.1
O=Cc1c(Sc2ccccc2)cc([N+](=O)[O-])cc1[N+](=O)[O-],3,-0.4,26,0.0
O=C(CNS(=O)(=O)c1ccccc1F)OCc1cc(=O)oc2cc3c(cc12)CCC3,0,-0.6,4,0.1
CC1=NN(c2nc(-c3ccc(C)cc3)cs2)C(=O)/C1=C\c1ccc(N(C)C)cc1,6,0.0,0,-0.3
Cc1cc(S(=O)(=O)N2CC(C)CC(C)C2)ccc1-n1cnnn1 (configuration not stated),-3,0.2,-10,-0.2
CCOC(=O)c1c(C)[nH]c(C(=O)COC(=O)COc2ccc(C(C)=O)cc2OC)c1C,0,-0.4,9,0.2
Cc1cccc(N2C(=O)NC(=O)/C(=C\c3ccc(Oc4ccc([N+](=O)[O-])cn4)cc3)C2=O)c1,-3,1.5,2,0.2
Cc1ccc(NC(=O)CCn2c(=S)[nH]c3ccccc3c2=O)cc1C,6,-0.1,8,0.0
COc1ccc(/C=c2\sc3nc4ccccc4n3c2=O)cc1,21,0.8,-2,-0.1
CN(C)c1ccc(CNc2cccc(NC(=O)c3ccccc3Cl)c2)cc1,-19,2.4,31,-0.1
Cc1nn(C)c(C)c1CNC(=O)c1ccc(CN(C)C2CCCCC2)[nH]c1=O,2,1.9,4,0.2
CCN(CC(=O)NC(C)(C)C)C(=O)c1oc2c(ccc3ccccc32)c1C,9,-1.0,-7,-0.2
SMILES,TEAD-YAP block,GPR151 activ,MITF inh,FBW7 act
CCn1cc(C(=O)N2CCCC(c3nc(C)ncc3-c3ccncc3)C2)cn1 (configuration not stated),4,-0.4,1,0.1
CCNc1nccc(NCCc2ccc(O)cc2)n1,4,1.7,-5,0.0
c1ccc(COc2ccc(C3Oc4ccccc4C4CC(c5cccc6ccccc56)=NN43)cc2)cc1 (configuration not stated),-10,-2.1,4,0.1
COCCNCCOc1c(C)cc(Cl)cc1Cl,4,0.4,7,-0.1
CN(C)C=NCCn1cnc2c1c(=O)n(C)c(=O)n2C,8,1.5,-9,0.0
CNc1nc(CCN2C(=O)c3ccccc3C2=O)cs1,10,-0.3,-246,0.1
CSc1ncccc1C(=O)NCC(c1ccc2c(c1)OCO2)N1CCN(c2ccccc2F)CC1 (configuration not stated),4,0.4,7,0.2
CCCNc1ncnc2nc(Nc3ccc4ncccc4c3)[nH]c12,-11,1.6,9,-0.2
Cn1c(=O)oc2cc(S(=O)(=O)N3CCN(c4ncccn4)CC3)ccc21,5,1.5,6,0.2
CCNc1ncc(C)c(NCCN2CCOCC2)n1,11,0.0,14,0.1
O=C1COc2cc(S(=O)(=O)Nc3ccc(F)cc3)ccc2N1,-6,6.7*,7,0.3
COc1ccc(NC(=O)C2CCC(CNc3c(N4CCOCC4)c(=O)c3=O)CC2)cc1 (configuration not stated),5,2.4,4,0.0
CCOCCNC(=O)c1ccccc1C(=O)NCCOCC,3,-0.1,15,0.5
N#C/C(=C\c1ccc(F)cc1)C(=O)Nc1ccc(Cl)cc1[N+](=O)[O-],-5,-0.1,-3,-0.1
Cn1cc(/C=C/c2nc3ccc(I)cc3c(=O)n2CCCO)c2ccccc21,-3,-0.3,-3,-0.1
CCCCNC(=O)CSc1nc(O)c(CC)c(=O)[nH]1,1,-0.5,-10,-0.2
CCC(Br)C(=O)Nc1ccccc1C(F)(F)F (configuration not stated),0,-0.4,2,0.3
O=C(/C=C/c1cc(Br)cs1)Nc1cccc2cccnc12,-3,-0.1,5,0.0
CNC(=S)N1CCN(c2cccc(Cl)c2)CC1,-3,-1.5,1,-0.2
CC(C)c1ccc(-c2noc(CCl)n2)cc1,-6,-1.2,18,0.1
Clc1ccc(Nc2nc(NC3CCCCC3)nc(N3CCOCC3)n2)cc1,0,-0.6,11,0.1
COc1ccc(C(C)=O)cc1COC(=O)c1ccc2c(c1)OCCO2,0,-0.4,-9,0.0
CCN1CCN(C(=O)CSc2ccc(C)cc2)CC1,-17,-0.1,-3,-0.2
CC(C)c1onc(C(=O)Nc2sc3c(c2C#N)CCC3)c1[N+](=O)[O-],3,-0.7,4,-0.2
Cc1n[nH]c(=O)nc1NC1CCCCC1,0,0.6,-1,-0.1
Nc1cc(=O)[nH]c(SCCCCN2C(=O)c3ccccc3C2=O)n1,0,-0.3,5,0.1
Cc1cc(NC(=O)CSc2n[nH]c(N)n2)no1,1,1.1,11,-0.2
CCCc1cc(C(=O)OCC)c(NC(=O)C2C3CCC(O3)C2C(=O)O)s1 (configuration not stated),9,-1.2,-3,-0.3
Cc1ccccc1Nc1nc(N)nc(COC(=O)c2ccco2)n1,5,-1.9,0,0.2

# Exported with values under each structure: entries from further up
# Order of values – TEAD-YAP block	GPR151 activ	MITF inh	FBW7 act
- O=S(=O)(c1ccc2c(c1)OCCO2)N(Cc1ccco1)CC(O)c1ccccc1 (configuration not stated)
    -3	1.7	-7	-0.1
- O=c1c(O)c(-c2ccccc2)oc2ccccc12
    -26&-25	-0.7&-0.2	6&1	-0.1&-0.3
